C8 TRAIL sens: viability loss with TRAIL in NB7+C8 cells, primary screen, TRAIL sensitizer project, cell-based, ATPlite luminescence | inhibition (viability loss, TRAIL sensitization), % at 10 µM | actives 1% (n = 360,000) | AID 624354, 2012;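 active means compounds causing at least 50% loss of cell viability in the single-dose screen, relative to plate controls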
NCOA2 inhibitor: inhibition of GAL4-SRC2 driven luciferase reporter, primary screen, SRC2 inhibitor project, cell-based, luminescence; AID 651957, 2012; Nuclear receptor coactivator 2 (Homo sapiens), Q15596; inhibition, % at 9 µM; actives 0.17% (n = 370,000); HEK293 GAL4-SRC2 luciferase reporter;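 active means inhibition above the mean inhibition of all tested compounds plus 3 SD, set per campaign, cut at about 52% in these data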;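 further: 0% = DMSO treated cells and 100% = cells given Gossypol at 36 µM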
LMP1 NFkB inh: EBV LMP1-driven NF-kappaB luciferase reporter inhibitors, primary screen, cell-based, luminescence, single point | inhibition, % at 12.5 µM | actives 0.69% (n = 350,000) | LMP1-induced NF-kappaB luciferase reporter cells; in the data active means inhibition above about 41%;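 further: 0% = neutral control wells and 100% = reference inhibitor control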
NOD2-RIPK2 inh: NOD2-RIPK2 binding disruptors in cells, primary screen, fluorescence, CHO cells, BLA complementation | Receptor-interacting serine/threonine-protein kinase 2 (Homo sapiens), O43353 | CCF4 ratio | inhibition, % at 4.98 µM | actives 0.38% (n = 360,000) | AID 624267, 2012; in the data active means inhibition above about 21%;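 further: 0% = vehicle only and 100% = reference blocker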
NCOA3 inh: SRC3 coactivator transcriptional activity inhibitors, primary screen, cell-based, luminescence; Nuclear receptor coactivator 3 (Homo sapiens), Q9Y6Q9; HEK293 GAL4-SRC3 luciferase reporter; inhibition, % at 3.6 µM; actives 0.17% (n = 360,000); AID 588352, 2011;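 active means inhibition above a per-campaign cutoff, the mean of all compounds plus 3 SD, cut at about 60% in these data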;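 further: 0% = DMSO-treated cells and 100% = gossypol-treated cells at 36 µM; higher means less SRC3-driven luciferase light from the GAL4 reporter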
Target sequence (Q9Y6Q9 whole entry, looked up, the tested form may be a part): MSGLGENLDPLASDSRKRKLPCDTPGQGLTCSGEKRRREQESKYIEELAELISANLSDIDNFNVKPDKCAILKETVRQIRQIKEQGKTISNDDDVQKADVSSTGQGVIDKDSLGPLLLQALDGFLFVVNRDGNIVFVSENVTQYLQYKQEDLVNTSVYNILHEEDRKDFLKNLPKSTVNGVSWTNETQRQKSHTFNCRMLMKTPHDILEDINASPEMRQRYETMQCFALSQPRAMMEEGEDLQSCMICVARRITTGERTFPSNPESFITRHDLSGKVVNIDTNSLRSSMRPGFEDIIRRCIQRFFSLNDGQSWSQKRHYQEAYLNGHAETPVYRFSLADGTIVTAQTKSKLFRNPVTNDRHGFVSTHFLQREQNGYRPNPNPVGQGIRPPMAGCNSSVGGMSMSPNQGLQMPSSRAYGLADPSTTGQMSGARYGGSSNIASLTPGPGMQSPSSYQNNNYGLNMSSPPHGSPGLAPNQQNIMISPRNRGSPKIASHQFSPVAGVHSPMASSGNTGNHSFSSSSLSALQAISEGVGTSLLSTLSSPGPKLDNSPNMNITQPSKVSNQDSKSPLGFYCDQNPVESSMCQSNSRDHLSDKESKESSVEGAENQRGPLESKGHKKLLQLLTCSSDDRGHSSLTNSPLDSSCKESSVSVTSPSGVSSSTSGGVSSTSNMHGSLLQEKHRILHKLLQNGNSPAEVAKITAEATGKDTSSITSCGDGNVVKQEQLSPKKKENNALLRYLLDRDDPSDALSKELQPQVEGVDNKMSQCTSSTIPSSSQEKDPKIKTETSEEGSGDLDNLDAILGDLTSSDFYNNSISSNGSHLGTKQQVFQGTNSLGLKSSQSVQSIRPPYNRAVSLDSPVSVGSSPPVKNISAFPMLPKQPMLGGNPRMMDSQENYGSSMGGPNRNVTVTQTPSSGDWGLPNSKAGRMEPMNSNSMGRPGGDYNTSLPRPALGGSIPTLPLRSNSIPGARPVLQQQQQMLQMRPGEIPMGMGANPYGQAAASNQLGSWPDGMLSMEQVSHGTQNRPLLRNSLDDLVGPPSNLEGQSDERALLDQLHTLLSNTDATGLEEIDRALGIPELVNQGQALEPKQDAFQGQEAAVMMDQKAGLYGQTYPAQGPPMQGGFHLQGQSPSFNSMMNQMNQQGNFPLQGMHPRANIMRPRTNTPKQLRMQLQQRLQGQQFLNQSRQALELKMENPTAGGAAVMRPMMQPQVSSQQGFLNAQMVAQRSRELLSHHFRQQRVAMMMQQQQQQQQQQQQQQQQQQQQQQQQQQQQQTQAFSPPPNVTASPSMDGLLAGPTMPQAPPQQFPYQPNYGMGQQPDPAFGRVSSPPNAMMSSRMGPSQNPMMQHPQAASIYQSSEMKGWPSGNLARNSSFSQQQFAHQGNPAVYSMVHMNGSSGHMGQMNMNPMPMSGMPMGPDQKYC
TROY NFkB inh: inhibitors of TROY-driven NF-kB signaling, primary screen, Q293 LMP1-TROYcd cells, NF-kB luciferase, uHTS; inhibition, % at 10 µM; AID 1347056, 2019; actives 0.98% (n = 360,000); Q293 LMP1-TROYcd NF-kB luciferase reporter, 4 h;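 active means compounds whose plate-normalised and pattern-corrected inhibition of the luciferase reporter signal at the single screening dose is 50% or more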
Vif imaging: HIV Vif self-association inhibitors, primary screen, imaging, HEK293T, single point | inhibition, % at 7.49 µM | actives 0.35% (n = 340,000) | HEK293T cells, Vif self-association by quenched fluorescence, 24 h; in the data active means inhibition above about 50%, passing the limit was not always enough; further: some results filed as inactive read as strong as hits
NR2F2 inh: NR2F2 transcriptional activity inhibitors, primary screen, cell-based, luciferase reporter, HEK293T, luminescence | inhibition, % at 8.6 µM | AID 686940, 2013 | HEK293T NGFI-A luciferase reporter | actives 0.7% (n = 370,000);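 active means inhibition above a per-plate cutoff, mean inhibition of test wells between control levels plus 3 SD, cut at about 38% in these data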;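 further: cells cotransfected with COUP-TFII expression vector driving the NGFI-A reporter; 0% = median of COUP-TF2 test wells and 100% = reporter-only cells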
SRC1 inh: SRC1 coactivator transcriptional activity inhibitors, primary screen, cell-based, luminescence; Nuclear receptor coactivator 1 (Homo sapiens), Q15788; HEK293 GAL4-SRC1 luciferase reporter; inhibition, % at 3.6 µM; actives 0.12% (n = 360,000);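 active means inhibition above the campaign mean plus 3 SD, with each screening campaign given its own cutoff, cut at about 60% in these data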;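 further: 0% = DMSO treated cells and 100% = gossypol at 36 µM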
NR5A2 inv ag: LRH-1 (NR5A2) inverse agonists, primary screen, cell-based, luminescence, HEK293T, StAR-luciferase reporter; LRH-1 transfected, 24 h; inhibition, % at 3.6 µM; actives 0.13% (n = 360,000);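 active means inhibition above the mean inhibition of all tested compounds plus 3 SD, cut at about 73% in these data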;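 further: 0% = DMSO wells and 100% = reporter-only cells lacking LRH-1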
TLR9-MyD88 inh: inhibitors of TLR9-MyD88 association in cells, primary screen, cell-based, CHO, BLA complementation, fluorescence; Toll-like receptor 9 (Homo sapiens) + Myeloid differentiation primary response protein …; CCF4 FRET ratio; inhibition, % at 4.98 µM; actives 0.21% (n = 340,000);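 active means inhibition above the mean over all tested compounds plus 3 SD, cut at about 21% in these data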;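 further: 0% = DMSO only wells and 100% = clavulanate BLA inhibitor control wells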
The depositor's hits bear a star; . = not tested or not shown. Some of the compounds tested; the hit share may differ from the screen's.

SMILES	C8 TRAIL sens	NCOA2 inhibitor	LMP1 NFkB inh	NOD2-RIPK2 inh	NCOA3 inh	TROY NFkB inh	Vif imaging	NR2F2 inh	SRC1 inh	NR5A2 inv ag	TLR9-MyD88 inh
COc1ccc(OC)c(/C=C/C(=O)N2CCN(S(=O)(=O)c3ccc(C)cc3C)CC2)c1	-14	-6	2	-1	9	8	-3	25	1	4	-9
CCc1ncc(C(O)c2ccc(Cl)cc2)n1Cc1ccccc1 (stereo unspecified)	6	14	4	-10	9	16	-13	23	-1	-1	-1
COC(=O)c1ccc(C23CC4(C2)[C@H](CN(Cc2cccnc2)[C@@H]4c2ccccc2)C3c2ccccc2)cc1 (stereo partly specified)	4	-4	8	-3	10	18	-25	19	5	3	-4
CCCNC(=O)C(Cc1ccc(Br)cc1)NC(=O)c1ccc(C#N)cc1 (stereo unspecified)	2	0	-10	-18	-10	-8	-2	2	4	1	4
O=C(Nc1ccc(Cl)cc1)c1cccc(NC2=NC3CS(=O)(=O)CC3S2)c1 (stereo unspecified)	-7	13	-6	-11	-49	2	.	-11	-7	-13	-6
CCOC(=O)C1=C(O)/C(=C/c2ccc(-c3ccccc3C(=O)O)o2)SC1=Nc1ccc(OC)cc1	-7	3	1	-9	-12	3	39	-3	-5	10	10
CCC1Sc2ccc(S(=O)(=O)CCC(=O)Nc3ccccc3Cl)cc2NC1=O (stereo unspecified)	-10	0	-4	0	17	-15	-2	1	11	15	3
C=CCn1c(SCc2nc3ccccc3[nH]2)nnc1-c1ccccn1	3	-9	-2	2	-13	-3	9	2	2	-9	1
COc1ccc2c(c1)CC(=O)NC=C2	0	15	6	-3	16	-11	22	-4	-17	10	14
CC(=O)NCCNc1nc2cc(-c3ccc4c(ccn4C)c3)sc2c(=O)n1C	-1	-32	.	-7	-25	-22	.	-16	-20	-17	.
CSc1nc2ccc(NC(=O)C3=NNC(=O)CC3)cc2s1	0	-33	-27	-9	-24	-30	1	-35	-16	-5	-9
COc1ccc(/C=C/C(=O)N2CCCc3ccccc32)cc1	-4	-8	6	4	-32	-49	-1	-16	-21	-24	3
CCC(C)(C)c1nnc(NC(=O)c2cccc([N+](=O)[O-])c2)s1	1	-27	-16	-8	-19	-53	2	-13	-14	-31	-14
O=C(/C=C/c1ccco1)Nc1ccc(Oc2ccc(Cl)cc2)cc1	4	-24	-2	0	-1	6	63*	7	-3	3	2
CN(C)c1ccc(/C=N/NC(=O)c2nonc2N)cc1[N+](=O)[O-]	-1	-34	1	1	-1	-15	15	-22	-53	0	-2
O=C(O)c1cccc(N2C(=O)c3cccnc3C2=O)c1	-7	1	-4	2	0	7	1	13	5	11	4
O=C(Cn1cnc2c(nnn2-c2cccc(Cl)c2)c1=O)NCc1ccccc1	-2	-24	3	-3	0	3	4	-9	-8	7	-5
COc1cc2c(cc1NC(=O)COC(=O)Cn1cnc3ccccc31)oc1ccccc12	11	-2	-8	-8	-10	-48	-2	-47	-22	13	11
Cc1cccc(C)c1OCC(=O)Nc1oc(-c2ccccc2)c(-c2ccccc2)c1C#N	13	18	-4	-5	7	25	-3	-3	5	15	2
COc1ccc(NC(=O)c2cn(CCC#N)nc2-c2cccs2)cc1	-11	-21	-7	-5	-3	10	-3	8	-4	4	-6
Cc1c(NC(=O)C(C)OC(=O)/C=C/c2ccc(OC(F)F)cc2)c(=O)n(-c2ccccc2)n1C (stereo unspecified)	6	13	1	-6	12	16	2	0	7	9	4
COc1ccc2cc(CN(CC3CCCO3)C(=O)Nc3ccccc3OC)c(=O)[nH]c2c1 (stereo unspecified)	-17	23	49*	-10	4	-4	-3	14	-15	12	2
Cc1ccccc1-c1nnc(SCC(=O)Nc2cccnc2Cl)o1	64*	-49	29	-5	-85	-41	0	-35	-80	-94	-18
CCOc1ccc(C(=S)N2CCOCC2)cc1OC	0	-7	1	8	13	17	5	-4	2	4	-2
COc1cccc(CN2CC(C(=O)N(C)Cc3[nH]c4ccccc4c3C)CCC2=O)c1 (stereo unspecified)	-10	-13	-2	6	-19	-9	-5	-4	-8	16	-9
CCc1nn(CC(=O)NCc2cccnc2)c(=O)c2cc3occc3n12	-22	-22	-1	-5	-4	6	8	7	-17	11	-5
CCOC(=O)C1CCN(C(=O)CN(c2ccc3c(c2)OCCO3)S(=O)(=O)c2ccccc2)CC1	-2	10	-1	-10	2	-4	2	-2	-4	1	-8
Cn1c2c(c3ccccc31)CCSC2=O	-20	13	3	-2	7	-6	-1	1	3	-5	0
CCOC(=O)N1C(=O)NC(=O)C1c1ccc(Cl)cc1 (stereo unspecified)	-7	-3	3	-15	0	0	3	4	3	-12	-17
CCCN=C1NC(=O)C(CC(=O)NCCc2ccc(OC)c(OC)c2)S1 (stereo unspecified)	-3	-32	-3	1	18	2	-3	-1	3	3	-9
CCCCCCCC(=O)NN=C1CCN(Cc2ccccc2)CC1	-1	-27	3	-2	6	9	-18	-5	-1	-7	4
O=C(NCC(c1cccnc1)N1CCOCC1)Nc1ccccc1 (stereo unspecified)	5	-8	6	-8	9	-7	5	-3	-26	-7	-1
Cc1ccc(C)n1-c1ccc(-c2ccn[nH]2)cc1	3	1	-32	2	-57	-18	5	-8	-4	-28	-9
CCCC(=O)N1CCN(c2nc3ccc(CC)cc3s2)CC1	12	-35	0	-7	-85	-11	-14	-12	-59	-72	-2
CCC(C)c1ccc(OCCn2ccnc2)cc1 (stereo unspecified)	-1	-33	2	0	-6	-2	-1	6	-2	6	-2
CC(=O)Nc1ccc(C(=O)OCc2ccc(F)cc2Cl)cc1	-7	1	-1	2	2	-17	14	6	-71	5	3
O=C(COc1ccccc1)Nc1ccccc1C(=O)NCc1ccco1	-2	-9	27	3	2	-30	-2	22	-24	-33	10
O=c1c2ccccc2cnn1-c1nc2ccccc2[nH]1	94*	83*	85*	14	65*	89*	-4	96*	70*	41	-7
Cc1nn(C)c(Oc2ccccc2)c1[N+](=O)[O-]	-7	-10	2	-5	4	-3	12	-2	5	3	8
O=C(NCc1ccccc1)C1=C[C@H](C2CCCCC2)C[C@H](OCc2ccc(CO)cc2)O1	9	-9	35	0	-7	8	-1	-2	1	1	4
CCC(=O)Nc1ccc(Cl)c(NC(=S)NC(=O)c2ccco2)c1	0	-5	2	-10	-8	-40	-1	-6	-19	-9	10
Cc1cc(N2CCCCC2)n2ncc(-c3ccc(Cl)cc3)c2n1	18	-38	-61	-6	-14	70*	9	19	-18	-3	-9
Cc1c(C(=O)N2CCN(c3ccc(F)cc3)CC2)sc2nc(-c3ccccc3)cn12	-2	-3	-6	-1	-7	17	-8	13	0	-4	9
CCOC(=O)C1(C)CCCN(C(=O)c2ccc3ccccc3c2)C1 (stereo unspecified)	2	-6	.	3	-12	-14	-6	-7	-7	-32	.
CC(C)(CO)NC(=O)CC1C(=O)NCCN1CC(c1ccccc1)c1ccccc1 (stereo unspecified)	-9	3	8	-7	14	6	0	4	-8	2	12
NC(=O)C1=C[C@H](C2CCCCC2)C[C@H](OCc2ccc(CO)cc2)O1	14	-84	-37	-9	-133	7	-2	-76	-131	-121	-11
CCOc1ccc(C(=O)CC(NCc2cccs2)C(=O)O)cc1 (stereo unspecified)	-13	-5	3	3	-2	-35	5	0	-7	-5	-10
CCc1cc(=O)oc2cc(C)cc(OCC(=O)N3CCC[C@@H]3C(=O)O)c12	-10	9	2	-14	-14	0	7	-17	-5	-9	-3
COc1ccc(CC(=O)NCc2nnc(SCC(=O)c3ccc(OC)cc3)n2C)cc1	-3	-5	-2	2	8	3	2	-19	15	1	-4
O=[N+]([O-])c1ccc(CSc2nnc3ccccn23)cc1	-1	29	-5	0	4	-16	1	-4	1	6	5
CC(C)Cn1c2c(c(O)c(C(=O)Nc3nccs3)c1=O)CCCC2	3	9	4	1	10	11	4	6	-6	3	-7
O=C(NCc1ccccc1)c1cc(C2CCCCN2C(=O)c2cccs2)on1 (stereo unspecified)	5	0	.	-10	0	1	3	14	-2	5	.
Nc1nnnn1CC(=O)OCc1cccc(Br)c1	-8	-3	1	-11	-1	8	14	13	-7	3	9
CCOC(=O)/C=c1/s/c(=C/c2ccc3cc(OC)ccc3c2)c(=O)n1CC(=O)NCC1CCCO1 (stereo unspecified)	8	24	-2	-1	2	-9	-13	0	-2	-7	14
CC(=O)Nc1nnc(-c2c(-c3ccccc3Cl)noc2C)o1	-6	-12	4	-6	6	18	-2	5	-24	-20	4
CCN(CC)S(=O)(=O)c1ccc(S(=O)(=O)N(CC(=O)Nc2ccccc2)Cc2ccco2)cc1	1	-23	5	-1	12	10	-12	11	-12	12	0
CC(CCc1ccccc1)NC(=O)c1cnc(Cl)c(Cl)c1 (stereo unspecified)	9	-11	-1	2	9	-34	-10	-3	3	-15	11
CC(C)NC(=O)COC(=O)c1ccc(Oc2ccccc2)cc1	-1	-10	-5	-1	24	2	26	11	2	4	8
Cc1ccc(-c2c[n+](CC(=O)Nc3ccc(C)cc3C)c3n2CCC3)cc1	1	-13	-7	0	29	14	-10	-29	13	35	-10
CCC(C)(C)NC(=O)CN(C(=O)CCC(=O)Nc1ccccn1)c1ccc(F)c(Cl)c1	4	10	1	-5	7	-2	.	-2	-22	9	2

Given as comma-separated lines: 2 of the compounds above.
Compound,C8 TRAIL sens,NCOA2 inhibitor,LMP1 NFkB inh,NOD2-RIPK2 inh,NCOA3 inh,TROY NFkB inh,Vif imaging,NR2F2 inh,SRC1 inh,NR5A2 inv ag,TLR9-MyD88 inh
NC(=O)C1=C[C@H](C2CCCCC2)C[C@H](OCc2ccc(CO)cc2)O1,14,-84,-37,-9,-133,7,-2,-76,-131,-121,-11
COc1ccc(CC(=O)NCc2nnc(SCC(=O)c3ccc(OC)cc3)n2C)cc1,-3,-5,-2,2,8,3,2,-19,15,1,-4

The list goes on:
SMILES	C8 TRAIL sens	NCOA2 inhibitor	LMP1 NFkB inh	NOD2-RIPK2 inh	NCOA3 inh	TROY NFkB inh	Vif imaging	NR2F2 inh	SRC1 inh	NR5A2 inv ag	TLR9-MyD88 inh
CC(=O)c1ccc(/C=C/c2nc3ccccc3n2C)o1	12	-36	.	54*	-87	3	8	-61	-73	-99	.
COc1cc(C2C3=C(CC(C)(C)CC3=O)N(C)C3=C2C(=O)CC(C)(C)C3)cc(Br)c1O	-1	4	-12	-2	7	0	1	9	-9	-8	-7
Cc1cccc(C)c1OCC(=O)Nc1cccc(NC(=O)c2ccco2)c1	1	-8	-5	-12	13	21	-10	10	-19	-16	3
Cc1ccc(S(=O)(=O)NCCNC(C)c2ccc(Br)cc2)cc1 (stereo unspecified)	21	15	5	-7	4	-5	3	-9	-1	-36	-1
CC(C)c1nc(CNC(=O)c2ccc(OC3CCN(Cc4ccccn4)CC3)cc2)cs1	10	-2	3	4	13	-11	-8	-1	3	-4	-8
